Bioassay records as filed in PubChem BioAssay.
Runt-CBFb FRET = inhibitors of human RUNX1 Runt domain binding to CBFb; Cerulean-Runt/Venus-CBFb FRET ratio 530/480, 1 h; inhibition, % at 20 µM; 220,000 compounds, 0.46% hits; AID 1496;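 active = inhibition over about 50% at 20 µM in the single-dose screen, limit read from the data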;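 note: 0% = DMSO wells and 100% = excess unlabeled CBFb competitor control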
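Assay system: Cerulean-Runt domain fusion protein, energy donor; Signal: fluorescence energy transfer, 422 nm excitation, 530/480 nm emission; Timing: 1 h compound exposure, room temperature; Control set: unlabeled CBFb; Medium: Tris buffer pH 7.5 with salts and BSA; Compound: single test concentration of 20 µM, 1% DMSO final; Probe or stimulus: Venus-CBFb 100 nM.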
Hck-Nef inh = inhibitors of human Hck kinase activated by Nef; P08631; Recombinant Hck-YEEI plus Nef, Z-Lyte FRET kinase assay; inhibition, % at 20 µM; 220,000 compounds, 0.68% hits;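 active = Hck-Nef kinase inhibition above about 50%, limit read from the data; inactive = inhibition below that limit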;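 note: 0% = DMSO with Hck plus Nef and 100% = Hck alone without Nef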
Target sequence (P08631 whole entry, looked up): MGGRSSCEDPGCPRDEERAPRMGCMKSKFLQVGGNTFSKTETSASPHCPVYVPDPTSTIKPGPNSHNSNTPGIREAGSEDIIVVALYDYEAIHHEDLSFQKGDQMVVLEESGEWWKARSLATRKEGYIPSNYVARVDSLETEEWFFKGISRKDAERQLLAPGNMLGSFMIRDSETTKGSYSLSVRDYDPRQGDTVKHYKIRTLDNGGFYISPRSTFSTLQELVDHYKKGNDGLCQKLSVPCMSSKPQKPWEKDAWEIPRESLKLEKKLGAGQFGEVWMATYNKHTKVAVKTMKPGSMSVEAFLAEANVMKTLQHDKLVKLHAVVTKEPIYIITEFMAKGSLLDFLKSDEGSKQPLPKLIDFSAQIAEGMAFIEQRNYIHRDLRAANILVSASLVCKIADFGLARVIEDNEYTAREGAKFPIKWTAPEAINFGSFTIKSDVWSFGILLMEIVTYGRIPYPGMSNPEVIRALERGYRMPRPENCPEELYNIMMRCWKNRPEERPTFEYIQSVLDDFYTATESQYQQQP
zVAD death inh = blocks zVAD induced death of L929 cells | 220,000 compounds, 0.38% hits | AID 1377 | L929 zVAD necroptosis rescue, ATP luminescence, 24 h; with zVAD 60 µM | viability rescue, % at 10 µM;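 active = activation, scaled between plate controls, above about 75%, limit read from the data; inactive = activation under that limit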;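 note: 0% = zVAD with DMSO and 100% = DMSO alone without zVAD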
EP2 mod = modulators of human EP2 prostaglandin E2 receptor. P43116. EP2-expressing cells, cAMP HTRF FRET, PGE2 co-stimulation. induction, % at 25 µM. 260,000 compounds, 0.83% hits;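 active = compounds whose cAMP rise, as percent of the full-agonist control response, exceeds 60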;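 note: rat C6 glioma line stably carrying human EP2 under a CMV promoter; the protocol text gives 20 µM as final concentration; 100% = response of wells given 1 µM PGE2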
Target sequence (P43116 whole entry, looked up): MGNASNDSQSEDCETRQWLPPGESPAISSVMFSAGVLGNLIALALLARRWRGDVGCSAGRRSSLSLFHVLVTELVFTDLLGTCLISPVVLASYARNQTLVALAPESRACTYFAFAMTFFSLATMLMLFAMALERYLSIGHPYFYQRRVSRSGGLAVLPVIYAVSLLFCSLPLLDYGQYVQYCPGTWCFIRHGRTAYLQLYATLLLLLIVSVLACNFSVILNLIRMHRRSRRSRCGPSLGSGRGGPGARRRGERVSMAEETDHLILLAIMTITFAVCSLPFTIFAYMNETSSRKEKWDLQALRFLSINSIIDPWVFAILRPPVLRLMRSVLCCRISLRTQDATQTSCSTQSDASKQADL
TNF necrop inh = blocks TNF-alpha induced death of Jurkat FADD-/- cells. Jurkat FADD-/- TNF necroptosis rescue, ATP luminescence, 24 h; 0 = TNF only, 100 = no-TNF cells. activation (protection from cell death), % at 10 µM. 220,000 compounds, 0.068% hits. AID 463075;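 active = activation, meaning protection from cell death, of at least 50% relative to plate controls; inactive = activation below 50%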;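 note: necroptosis triggered by 40 ng/mL TNF-alpha added together with compound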
Runt-SMMHC FRET = Runt domain-CBFb-SMMHC interaction inhibition. Q01196+Q13951. Cerulean-Runt/Venus-CBFb-SMMHC FRET ratio 530/480, 1 h. 220,000 compounds, 0.74% hits. inhibition, % at 20 µM;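 active = mean inhibition across duplicate retests at 20 µM reaching about 50%, limit read from the data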;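 note: 0% = DMSO wells and 100% = wells with excess untagged CBFb-SMMHC; inhibitors lower the FRET ratio by blocking Runt binding to CBFb-SMMHC; some results filed as inactive read as strong as hits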
EP2 antag = blocks the human prostaglandin E2 receptor EP2; P43116; C6 glioma cells expressing human EP2, cAMP TR-FRET; cells stimulated with saturating PGE2; inhibition, % at 25 µM; 260,000 compounds, 0.52% hits; AID 1422;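 active = percent inhibition above 40 after rounding to a whole number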;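 note: rat C6 glioma host cells with rolipram phosphodiesterase inhibitor present; the protocol text gives 20 µM as final concentration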
RBBP9 inhibitor = inhibitors of human serine hydrolase RBBP9. O75884. recombinant RBBP9, FP-Rh probe fluorescence polarization. inhibition, % at 7.94 µM. 220,000 compounds, 0.2% hits;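 active = inhibition above the campaign mean of all tested compounds plus 3 SD, cut at about 14% in these data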;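 note: plate controls were DMSO wells with RBBP9 for no effect and wells lacking RBBP9 protein for full effect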
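Material: RBBP9 protein. Amount: RBBP9 at 2.5 µM in dispensed solution, before mixing. Schedule: 30 min then 45 min, 25 °C. Medium: Tris buffer pH 8.0, NaCl, Pluronic. Measured by: fluorescence polarization. Measure: percent inhibition from mP, scaled between DMSO and no-protein wells. Replication: one well per compound.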
PERK inhibitor = inhibitors of human PERK kinase; inhibition, % at 5.6 µM; CHO PERK-DD fusion, SEAP luminescence translation reporter; 220,000 compounds, 0.17% hits; AID 1416; Q9NZJ5;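 active = inhibition above the mean inhibition of all tested compounds plus 3 SD, set separately per screening campaign, cut at about 2.9% in these data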;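 note: PERK kinase domain activated by AP20187 dimerizer at 100 nM; 0% = DMSO with dimerizer and 100% = rapamycin at 8.4 µM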
Active calls of the source: *; nt = not tested or not shown; & = joins results of further samples. Some of the compounds tested (hit frequency here may not be typical).

The line under a structure holds: Runt-CBFb FRET	Hck-Nef inh	zVAD death inh	EP2 mod	TNF necrop inh	Runt-SMMHC FRET	EP2 antag	RBBP9 inhibitor	PERK inhibitor
[1] CCCOc1ccc(CN(CCC#N)C(=S)NC(=O)c2ccccc2)cc1
  2	7	-0.8	27	1.4	5	4	2	-1.7
[2] CCOC(=O)c1[nH]c2ccc(F)cc2c1NC(=O)CCN1CCSCC1
  2	6	0.4	nt	-0.3	5	17	1	-0.1
[3] COc1ccc(C(=O)C[n+]2ccc(N)c(C)c2C)cc1
  1	17	0.4	-27	-0.9	-6	6	0	1.0
[4] Cc1ccc(N(C(C)C(=O)Nc2c(C)n(C)n(-c3ccccc3)c2=O)S(C)(=O)=O)cc1C (stereo unspecified)
  -1	14	-0.1	-7	0.8	2	5	1	1.2
[5] O=C(Cn1ncc2c1-c1ccccc1OC2)Nc1cccc(Cl)c1
  1	0	1.0	1	-0.4	-4	9	-8	0.2
[6] CN(C(=O)c1ccncc1)c1nnc(-c2ccncc2)s1
  2	1	1.0	-1	-3.7	-5	21	-11	0.6
[7] Nc1nc(SCC(=O)NCc2ccco2)[nH]c(=O)c1-c1ccccc1
  -2	0	0.5	14&4	-2.5	-2	8&12	-3	-0.2
[8] Cc1csc2nc(CSc3nc4ccccc4o3)c(Br)n12
  0	0	-0.1	22	-0.8	0	15	3	-0.8
[9] O=C(C1CC1)N1CCc2cc(Br)cc(S(=O)(=O)NCc3ccco3)c21
  2	2	0.3	8	3.8	-3	10	-10	-0.7
[10] Cc1cccc(CSc2nnc(-c3ccco3)o2)c1
  -1	4	0.5	13	16	-10	11	-5	0.2
[11] COc1ccc(C2C(C(=O)Nc3cccc(OC)c3)c3ccccc3C(=O)N2C)cc1 (stereo unspecified)
  0	-3	2.1	-11	-0.9	0	11	-5	-0.5
[12] COc1ccnc(Oc2ccc(Cl)cc2)c1C#N
  -1	29	1.0	8	-0.3	4	3	-5	1.0
[13] Cc1cccn2c(CN[C@@H]3CCCC[C@H]3c3ccccc3)c(C(=O)N3CCOCC3)nc12
  2	17	-0.6	-45	-0.2	2	-1	4	-0.4
[14] CN(C)CCn1c(=O)n(Cc2ccco2)c(=O)c2c3c(sc21)CCCCC3
  -1	2	-0.1	24	0.9	1	7	0	-1.0
[15] Cc1ccc(C2/C(=C(\O)c3cnn(-c4ccccc4)c3C)C(=O)C(=O)N2CCN(C)C)o1 (stereo unspecified)
  nt	-2	-0.1	23	-0.8	3	7	2	-0.6
[16] COc1ccc2c(c1)c(=O)oc1cc3oc(C)c(C)c3cc12
  -2	-2	0.1	11	-0.8	-1	nt	7	-0.9
[17] O=C(Nc1cccc([N+](=O)[O-])c1)c1ccc2c(c1)OCO2
  -1	5	-0.3	-27	1.6	-1	8	-9	0.7
[18] Cc1ccc2c(Cl)cc(Cl)c(OCC(=O)Nc3cc(S(=O)(=O)N(C)C)ccc3C)c2n1
  -3	0	0.6	9	-0.5	-5	3	-7	-0.5
[19] COCCn1c(C(=O)N2CCCC2)cc2c1C[C@H]1CN(C(=O)c3ccccc3)[C@@](Cc3ccc(F)cc3)(C(=O)OC)[C@@H]21
  -1	1	-0.5	30	-2.2	0	8	-7	-1.0
[20] Cc1ccc(-n2c(-c3cc(-c4ccco4)[nH]n3)n[nH]c2=S)c(Br)c1
  39	9	-0.3	0	-0.6	10	10	1	1.2

Results in zVAD death inh and Runt-SMMHC FRET (three entries from above):
| # | Structure | zVAD death inh | Runt-SMMHC FRET |
| --- | --- | --- | --- |
| 11 | COc1ccc(C2C(C(=O)Nc3cccc(OC)c3)c3ccccc3C(=O)N2C)cc1 (stereo unspecified) | 2.1 | 0 |
| 12 | COc1ccnc(Oc2ccc(Cl)cc2)c1C#N | 1.0 | 4 |
| 13 | Cc1cccn2c(CN[C@@H]3CCCC[C@H]3c3ccccc3)c(C(=O)N3CCOCC3)nc12 | -0.6 | 2 |

(cont.)
The line under a structure holds: Runt-CBFb FRET	Hck-Nef inh	zVAD death inh	EP2 mod	TNF necrop inh	Runt-SMMHC FRET	EP2 antag	RBBP9 inhibitor	PERK inhibitor
[21] CCOc1ccc(-c2nnc3sc(-c4c(OC)cccc4OC)nn23)cc1
  nt	3	-0.1	nt	-0.3	nt	nt	-8	0.2
[22] N=c1c(C(=O)NCC2CCCO2)cc2c(=O)n3ccccc3nc2n1Cc1cccnc1 (stereo unspecified)
  18	128*	-0.2	9	0.5	57*	9	-1	-0.5
[23] CCOc1ccc(C(=O)/C=C/c2cc(OC)c(OC)c(OC)c2)cc1
  -6	2	61	-44	-5.2	-12	10	-4	1.1
[24] O=C(CCn1cccc1)NCc1ccc(Cl)cc1
  -2	5	2.0	-13	3.4	1	8	-2	0.9
[25] O=C(c1ccc2c(c1)OCO2)N1CCCC(c2ccccc2)C1 (stereo unspecified)
  -1	8	-0.8	6	-1.1	-1	10	-6	0.7
[26] Cn1c(SCC(=O)Nc2ccccc2)nc(O)cc1=O
  -2	2	0.3	31	-2.7	0	9	-7	-0.1
[27] COc1ccc(CCC(=O)N2CCN(C3CCCCC3)CC2)cc1
  3	10	-1.1	7	-2.0	-2	10	-4	-0.6
[28] COC(=O)c1cc2occc2n1Cc1nc(-c2ccccc2F)oc1C
  -1	-5	-0.1	39	1.1	0	10	4	1.2
[29] O=C(CSc1ccncc1)Nc1ccc(S(=O)(=O)Nc2nccs2)cc1
  1	19	3.3	19	-0.7	-6	11	-8	0.5
[30] COc1ccc(NS(=O)(=O)c2cccc(C(=O)OCC(=O)Nc3cc(C)on3)c2)cc1
  -2	1	-0.1	0	-0.4	-6	15	1	1.4
[31] Cc1[nH]n(-c2ccc(Cl)cc2)c(=O)c1N=Nc1cccnc1
  -1	15	-0.8	5	-2.4	0	6	1	0.8
[32] CCN(CC)CCN1C(=O)C(=O)/C(=C(/O)c2ccc(OC)cc2)C1c1ccco1 (stereo unspecified)
  -2	-2	0.7	9	0.1	0	nt	-3	0.2
[33] Clc1ccc(-c2nnc3cccc(Cl)n23)c(Cl)c1
  1	1	0.2	8	-0.8	-6	nt	-13	0.4
[34] [O-]c1c[n+](-c2ccccc2)no1
  -3	-30	0.9	23	0.3	2	9	2	1.9
[35] CCOC(=O)c1c(NC(=O)C2C3CCC(O3)C2C(=O)O)sc(C)c1-c1ccc(C)cc1 (stereo unspecified)
  -1	3	0.0	21	-1.0	-2	15	-5	-0.1
[36] Cc1cccc(N2CCN(Cc3nc(CC4CC4)no3)CC2)n1
  1	16	3.9	7	1.5	-2	11	2	1.6
[37] CN(C)CCOc1cccc(Br)c1
  0	-1	0.6	1	-0.2	1	9	1	0.8
[38] CCOC(=O)N1CCC(N2CCCC(C(=O)c3cccc(OC(C)C)c3)C2)CC1 (stereo unspecified)
  -7	7	-0.4	18	1.9	-7	9	-4	-1.4
[39] COc1ccc(S(=O)(=O)N(C)CC(=O)Nc2ccc(F)cc2)cc1
  1	-1	0.6	-18	0.2	0	4	4	-0.4
[40] CNC(=O)Nc1ccc2snnc2c1
  4	1	-0.6	12	-0.1	-6	13	-9	0.4

An excerpt from above in order of heavy-atom count, low to high.
The line under a structure holds: Runt-CBFb FRET	Hck-Nef inh	zVAD death inh	EP2 mod	TNF necrop inh	Runt-SMMHC FRET	EP2 antag	RBBP9 inhibitor	PERK inhibitor
[34] [O-]c1c[n+](-c2ccccc2)no1
  -3	-30	0.9	23	0.3	2	9	2	1.9
[40] CNC(=O)Nc1ccc2snnc2c1
  4	1	-0.6	12	-0.1	-6	13	-9	0.4
[26] Cn1c(SCC(=O)Nc2ccccc2)nc(O)cc1=O
  -2	2	0.3	31	-2.7	0	9	-7	-0.1

Next section:
The line under a structure holds: Runt-CBFb FRET	Hck-Nef inh	zVAD death inh	EP2 mod	TNF necrop inh	Runt-SMMHC FRET	EP2 antag	RBBP9 inhibitor	PERK inhibitor
[41] CC1(C)NC(=O)N(CCCOc2ccccc2Br)C1=O
  1	-17	0.3	1	0.6	-3	6	3	-0.6
[42] O=C(CC1C(=O)NCCN1C(=O)Nc1ccc(F)cc1)Nc1cc(Cl)ccc1Cl (stereo unspecified)
  0	19	0.2	-45	3.6	2	5	-5	-0.2
[43] Cc1ccc(Nc2nc(-c3ccc(S(=O)(=O)N4CCCC4)cc3)cs2)cc1C
  16	1	0.7	15	-3.1	10	9	-3	-0.8
[44] COc1ccccc1C(=O)NC(CCSC)C(=O)NC1CCCCCC1 (stereo unspecified)
  0	-1	0.7	4	0.5	-1	7	0	-0.3
[45] COC(Cc1nnc(SC)n1-c1ccc(Cl)cc1)OC
  1	1	0.0	3	-2.2	2	5	-10	2.3
[46] COC(=O)c1cccc(-n2nnnc2SCC(=O)Nc2cc(C)on2)c1
  0	0	-0.1	10	-3.4	0	-4	2	2.3
[47] CCCCC(c1nnnn1CCOC)N1CCN(CC)CC1 (stereo unspecified)
  -1	9	0.8	26	-0.3	-2	11	-8	0.0
[48] Cc1cc(C(=O)Nc2nc3c(s2)CCCC3)cs1
  0	-12	1.3	0	-0.4	2	9	-10	-0.4
[49] O=S(=O)(Nc1ccccc1O)c1cccc2cccnc12
  2	16	12	-54	-0.3	0	4	-7	1.1
[50] CC(C)N(C(=O)CSc1nc2ccccc2n1Cc1ccccc1)C(C)C
  0	10	-0.2	43	-2.1	-1	14	0	0.4
[51] COc1ccc(-c2c(C)nn3c(N4CCC5(CC4)OCCO5)cc(C)nc23)cc1OC
  -1	2	-0.2	-10	-2.8	2	9	2	-0.1
[52] COc1ccc(NC(=O)N2CCC(Cc3ccccc3)CC2)cc1
  -2	22	2.2	-56	3.8	-6	7	-2	1.1
